KCNQ1 inh = human KCNQ1 channel inhibition | AID 2642 | CHO-K1 KCNQ1, FluxOR thallium flux fluorescence; hits give high values | 1.3% of 310,000 active | P51787 | B-score at 10 µM;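 active means compounds whose thallium flux B-score, printed positive for inhibition, exceeds three library SD while starting fluorescence stays within three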;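 further: channel opened by potassium depolarization with thallium stimulus after 20 min compound exposure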
PolyA inh = yeast polyadenylation inhibition; 0.02% of 300,000 active; AID 1875; calls only at 12 µM; S. cerevisiae SKY197-pL101 polyadenylation reporter, beta-gal luminescence; efflux-impaired pdr1/pdr3 knockout yeast; score 100 = 6 SD above DMSO;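 active means lowest replicate activity score at least 50, where 100 means six control SD above control mean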;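 further: yeast exposed to compound for 9 h at 30 °C; higher score means more reporter readthrough which indicates perturbed polyadenylation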
Platelet DG rel = modulates dense granule release in human platelets; human platelet-rich plasma, SFLLRN dense granule ATP release, luminescence; inhibition, %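 (compounds screened at 7.5 µM in platelet-rich plasma)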; 0.22% of 300,000 active; AID 1663;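 active means mean replicate score, as percent of positive control, at or above 50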
hERG rescue = hERG (human) protection from proarrhythmic block. Q12809. CHO-hERG, FluxOR thallium flux, dofetilide IC70 present. activation (rescue from dofetilide block), less the hit threshold, % at 10 µM. 0.51% of 310,000 active;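 active means activation above the mean of controls blocked by dofetilide plus 5 SD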;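 further: thallium influx through hERG after potassium depolarization seen as dye fluorescence rise; in these data hits start at about 4.7%; inactives centre near -7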
KCNQ1 pot = human KCNQ1 channel potentiation or activation; P51787; CHO-K1 KCNQ1, thallium flux FluxOR fluorescence; hits give high values; B-score at 10 µM; 0.35% of 310,000 active; AID 2648;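 active means fluorescence ratio B-score, a plate-corrected score, at least three library SD, with initial intensity B-score within 5 SD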
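assay system = CHO-K1 cells stably expressing KCNQ1 | medium = assay buffer, equal DMSO in all wells | timing = 37 °C overnight plating, 90-min dark dye load, 20-min compound pretreatment | measured by = kinetic FluxOR thallium fluorescence, 10-s 1-Hz baseline, 110-s post-stimulus read | measure = fluorescence change relative to baseline, converted to B score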
TRPC4 inh = TRPC4 (mouse) channel inhibition; HEK293 TRPC4beta/mu-opioid, DAMGO-evoked Fluo4 calcium flux; hits give low values; B-score at 10 µM; 0.39% of 300,000 active;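 active means B-score over 3 SD under the library average, no early fluorescence shift, positive overall ratio signal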
Target sequence (Q9QUQ5 whole entry, looked up): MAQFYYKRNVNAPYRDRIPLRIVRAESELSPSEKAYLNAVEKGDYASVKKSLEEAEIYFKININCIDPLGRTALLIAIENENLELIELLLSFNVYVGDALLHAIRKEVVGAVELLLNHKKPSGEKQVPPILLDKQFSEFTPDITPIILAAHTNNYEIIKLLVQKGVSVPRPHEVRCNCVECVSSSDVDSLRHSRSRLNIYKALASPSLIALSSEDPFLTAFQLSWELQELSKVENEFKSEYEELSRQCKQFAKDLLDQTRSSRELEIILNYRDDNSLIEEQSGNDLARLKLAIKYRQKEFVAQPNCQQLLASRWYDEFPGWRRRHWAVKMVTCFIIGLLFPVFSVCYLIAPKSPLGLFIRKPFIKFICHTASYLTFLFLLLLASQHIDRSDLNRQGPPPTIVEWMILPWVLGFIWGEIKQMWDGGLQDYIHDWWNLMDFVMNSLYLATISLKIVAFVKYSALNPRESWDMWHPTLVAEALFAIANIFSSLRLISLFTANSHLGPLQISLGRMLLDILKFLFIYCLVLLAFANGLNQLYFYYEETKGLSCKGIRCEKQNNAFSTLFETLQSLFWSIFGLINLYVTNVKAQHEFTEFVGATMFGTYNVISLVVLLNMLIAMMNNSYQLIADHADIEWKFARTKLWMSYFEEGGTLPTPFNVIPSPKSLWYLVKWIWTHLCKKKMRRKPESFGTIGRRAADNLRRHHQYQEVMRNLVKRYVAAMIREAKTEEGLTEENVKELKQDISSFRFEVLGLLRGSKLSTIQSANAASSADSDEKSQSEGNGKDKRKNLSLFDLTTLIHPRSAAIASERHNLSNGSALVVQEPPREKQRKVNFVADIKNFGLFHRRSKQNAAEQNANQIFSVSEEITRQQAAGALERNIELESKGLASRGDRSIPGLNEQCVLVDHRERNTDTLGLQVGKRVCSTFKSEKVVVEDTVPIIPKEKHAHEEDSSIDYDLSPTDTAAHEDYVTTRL
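System: stable TRPC4beta/mu-opioid receptor HEK293 cells; Dosing: single-point compound dosing; Measured by: Fluo4 Ca2+ flux fluorescence; Read-out basis: per-well B score of integrated baseline-normalized Fluo4 ratio.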
Dyrk1A ADPGlo = blocks rat Dyrk1A kinase activity. Q63470. ADP-Glo luminescence, NFATc1 peptide. inhibition, % at 12.5 µM. 0.43% of 310,000 active. AID 504441; in the data active means inhibition above about 50%;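 further: plate controls were vehicle with enzyme for no effect and no enzyme for full effect; many of its hits are not listed in these tables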
KCNK9 block = blocks the human KCNK9 two-pore domain potassium channel. AID 488922. HEK293 KCNK9, FluxOR thallium flux fluorescence; hits give low values. B-score at 10 µM. 1.2% of 310,000 active. Q9NPC2;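 active means ratio B-score over 3 SD below the library mean, with starting fluorescence within 5 SD of its mean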;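 further: negative B-score means less thallium flux so channel inhibition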
TRPC4 act = opens the mouse TRPC4 cation channel | 0.49% of 310,000 active | HEK293 TRPC4beta/mu-opioid, Fluo4 calcium fluorescence; hits give high values | AID 2237 | B-score at 10 µM | Q9QUQ5;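 active means B-score above 5 SD of library B-scores, and initial fluorescence ratio not above library mean plus 5 SD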;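 further: positive B-score marks a calcium rise read as TRPC4 activation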
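System – HEK293 cells stably co-expressing mouse TRPC4beta and mu-opioid receptor · Signal – Fluo4 calcium-sensitive dye fluorescence, kinetic, 1 Hz baseline · Benchmarks – buffer (low) and maximal DAMGO (high) · Read-out – B score of integrated fluorescence ratio per well · Incubation – dye loading 45 min room temperature, 110 s kinetic read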
TRPC4 PAM = allosteric potentiators of mouse TRPC4 channel. Q9QUQ5. B-score at 10 µM. AID 2227. 0.42% of 310,000 active. HEK293 TRPC4beta/mu-opioid, DAMGO EC20, Fluo-4 Ca2+ flux; hits give high values;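 active means B-score of calcium response area above 5 SD of library B-scores, with initial fluorescence ratio within 5 SD of library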;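 further: B-score of integrated fluorescence ratio over time as area under calcium response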
KCNK3 block = human KCNK3 channel inhibition, primary screen; O14649; B-score at 10 µM; 0.84% of 340,000 active; AID 602410; CHO-KCNK3 thallium flux, FluxOR fluorescence; hits give low values;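 active means B-score under library mean minus 4 SD, starting fluorescence ratio at most library mean plus 5 SD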;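 further: more negative B-score means stronger inhibition of thallium flux through KCNK3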
* = called active by the depositor; i = inactive; / = not tested or not shown.

SMILES	KCNQ1 inh	PolyA inh	Platelet DG rel	hERG rescue	KCNQ1 pot	TRPC4 inh	Dyrk1A ADPGlo	KCNK9 block	TRPC4 act	TRPC4 PAM	KCNK3 block
CSC1=C(C#N)C(c2ccccc2C)C(C#N)=C(N)N1 (stereo unspecified)	i	/	-13	-8	i	i	27	i	i	i	i
Nc1nc(SCC(=O)NCc2ccco2)[nH]c(=O)c1-c1ccccc1	i	i	0	-1	i	i	-5	i	i	i	i
Cc1nc(-c2cccc(NC(=O)C(C)Oc3ccccc3)c2)cs1 (stereo unspecified)	i	i	2	-8	i	i	-2	i	i	i	i
CCS(=O)(=O)N1CCN(Cc2ccc([N+](=O)[O-])cc2)CC1	i	i	12	-2	i	i	1	i	i	i	i
Cc1ccc(-n2ccc(=O)c(C(=O)O)n2)cc1	i	i	-6	-3	i	i	-2	i	i	i	i
Cc1cccc(OCCC(=O)NCC(c2ccccc2)N(C)C)c1 (stereo unspecified)	i	i	-1	-11	i	i	5	i	103*	i	i
COc1ccc(/C=C2\SC(=S)N(CCC(=O)Nc3cccc(C(=O)O)c3)C2=O)cc1OC	i	i	-3	-7	i	i	-4	i	i	i	i
COc1ccc(-c2ccc(CCC(=O)O)n2NC(=O)c2ccc(O)cc2)cc1	i	i	2	-3	i	i	-2	i	i	i	i
CC1CCN(C(=O)C2CCCN2S(=O)(=O)c2ccc(Cl)cc2)CC1 (stereo unspecified)	i	i	16	-9	i	i	1	i	i	i	i
O=C(NCc1ccc2c(c1)OCO2)c1nc(Cn2ccc([N+](=O)[O-])n2)no1	i	i	1	-6	i	i	2	i	i	i	i
CCOC(=O)c1cnc2c(C#N)c(C)nn2c1C	i	i	0	-2	i	i	4	i	i	i	i
Cc1ccc2nc(C)cc(C(=O)OCC(=O)c3ccc(Cl)c([N+](=O)[O-])c3)c2c1	i	i	1	-4	i	i	-2	i	i	i	i
CC(C)(C)OC(=O)CNC(=O)c1[nH]cnc1C(=O)NCCCCCN	i	i	-2	-1	i	i	1	i	i	i	i
O=C(C(c1ccccc1)c1ccccc1)N1CCN(c2ccccn2)CC1	i	i	-10	-16	i	i	-7	i	i	i	i
O=C(O)/C=C\C(=O)Nc1ccc(N2CCN(c3ccc(Cl)cc3)CC2)cc1	i	i	9	-1	i	i	-2	i	i	i	i
Cc1cc(NC(=O)COC(=O)c2ccc(S(=O)(=O)C(F)F)cc2)n(-c2ccccc2)n1	i	i	-3	-12	i	i	/	i	i	i	i
O=C(Nc1ccc2nc(-c3cccnc3)[nH]c2c1)c1ccccc1F	i	i	1	1	i	i	-2	i	i	i	i
COc1cc2cc(CN(CCc3ccccc3C)C(=S)NCCCN3CCOCC3)c(=O)[nH]c2cc1OC	i	i	23	-12	i	i	0	i	i	i	i
COc1ccc(-n2cc(CNCCc3cscn3)c(-c3ccccc3Cl)n2)cc1	i	i	1	-7	i	i	/	i	i	i	/
Cc1ccc(CNC(=O)CS(=O)Cc2nc(-c3ccccc3Cl)oc2C)cc1 (stereo unspecified)	i	i	0	-9	i	i	6	i	i	i	i
CN(C)c1cnn(-c2ccccc2)c(=O)c1Cl	i	i	-2	-3	i	i	1	i	i	i	i
COc1ccc(N2CCN(C(=O)c3nc4nc(C)cc(C)n4n3)CC2)cc1	i	i	0	-15	i	i	/	i	i	i	i
CCN(Cc1ccccc1)Cc1nnnn1Cc1ccccc1	i	i	-3	-12	i	i	-4	i	i	i	i
Cc1ccc(NC(=O)C(c2ccc(Cl)cc2)N2CCOCC2)cc1 (stereo unspecified)	i	i	-1	-10	i	i	1	i	i	i	i

Record cards (already shown). Order of screens: KCNQ1 inh | PolyA inh | Platelet DG rel | hERG rescue | KCNQ1 pot | TRPC4 inh | Dyrk1A ADPGlo | KCNK9 block | TRPC4 act | TRPC4 PAM | KCNK3 block
O=C(C(c1ccccc1)c1ccccc1)N1CCN(c2ccccn2)CC1 in the list: i | i | -10 | -16 | i | i | -7 | i | i | i | i
Cc1ccc(-n2ccc(=O)c(C(=O)O)n2)cc1 in the list: i | i | -6 | -3 | i | i | -2 | i | i | i | i
COc1ccc(/C=C2\SC(=S)N(CCC(=O)Nc3cccc(C(=O)O)c3)C2=O)cc1OC in the list: i | i | -3 | -7 | i | i | -4 | i | i | i | i

Additional structures:
SMILES	KCNQ1 inh	PolyA inh	Platelet DG rel	hERG rescue	KCNQ1 pot	TRPC4 inh	Dyrk1A ADPGlo	KCNK9 block	TRPC4 act	TRPC4 PAM	KCNK3 block
CCN1CCN(CC(O)COCc2ccccc2)CC1 (stereo unspecified)	i	i	0	-7	i	i	-3	i	i	i	i
O=C(O)C(Cc1ccccc1-c1ccccc1)C(=O)O	i	i	-5	-1	i	i	-1	i	i	i	i
O=C(NNC(=S)Nc1ccc(Cl)cc1Cl)C1CC1	i	i	0	-8	i	i	2	i	i	i	i
O=C(Nc1ccc2c(c1)OCCO2)C1CCN(C(=O)c2ccc(F)cc2)CC1	i	i	0	-3	i	i	-6	i	i	i	i
CC1=C(C(=O)OC2CCCCC2)C(c2ccc(C)o2)C2=C(CC(C)(C)CC2=O)N1 (stereo unspecified)	i	i	-6	-9	i	i	0	i	i	i	i
O=C(NC1CCCCC1)c1cc(Cl)nc2ccccc12	i	i	1	-7	i	i	-1	i	i	i	i
Cc1cc(S(=O)(=O)N2CCOCC2)ccc1OCC(=O)NCc1ccccn1	i	i	8	-1	i	i	-6	i	i	i	i
N#Cc1c(N)sc2c1CCN(CCc1ccccc1)C2	i	i	0	-12	i	i	1	i	i	i	i
CC(=O)N/C(=C\c1ccccc1)C(=O)Nc1ccc(O)cc1	i	i	-9	-6	i	i	1	i	i	i	i
CCc1cccc(NC(=O)CN(C)S(=O)(=O)c2cccc3nsnc23)c1	i	i	-9	-11	i	i	2	i	i	i	i
COc1cc2c(cc1OC)CN(CC(=O)NC(=O)NC(C)(C)C)CC2	i	i	2	-19	i	i	/	i	i	i	i
CCCc1cc(=O)n2nc(N3CCC(C(=O)N4CCN(c5cccc(OC)c5)CC4)CC3)sc2n1	i	i	-13	-10	i	i	-2	i	i	i	i
Cc1ccc(-c2ccc(CCC(=O)O)n2NC(=O)c2ccc([N+](=O)[O-])cc2)cc1	i	i	2	-3	i	i	-8	i	i	i	i
O=C(NCC1CCCCC1)C1(CC2CC(c3cccc(Br)c3)=NO2)CCNCC1 (stereo unspecified)	i	i	-10	-2	i	i	3	i	i	i	i
Cc1cc(N2CCCC(C(=O)Nc3cccc4ccccc34)C2)n2ncnc2n1 (stereo unspecified)	i	i	2	-3	i	i	11	i	i	i	i
Cc1ccc(C)c(N(C(=O)c2csnn2)C(C(=O)NC2CCCC2)c2ccncc2)c1 (stereo unspecified)	i	i	0	-10	i	i	-8	i	i	i	i
Cc1ccc(C)c(NC(=O)CCN2CCN(CCO)CC2)c1	i	i	-12	-11	i	i	22	i	i	i	i
Cn1cc(C(=O)NCc2ccc(F)cc2)cn1	i	i	4	-6	i	i	/	i	i	i	i
Cc1ccc(SCc2ccc(C(=O)Nc3cccnc3)cc2)cc1	i	i	-17	-7	i	i	-1	i	i	i	i
Clc1ccc(OCCn2ccnc2)c2ccccc12	6*	i	6	-19	i	i	23	i	53*	i	i
O=C(Nc1ccc(S(=O)(=O)N2CCOCC2)cc1)c1cccs1	i	i	-1	-5	i	i	1	i	i	i	i
COc1ccc(C[C@H]2CN3C(=NC[C@@H]3C)N2CCNC(=O)CCC2CCCCC2)cc1	i	i	1	-10	i	i	1	i	i	i	i
CCOC(=O)c1cccc(NC(=S)NC(=O)c2cccnc2)c1	i	i	0	-5	i	i	5	i	i	i	i
CCOc1ccc(/C=C2\SC(=S)N(CC(=O)N(CCO)C(C)(C)C)C2=O)cc1	i	i	-2	-11	i	i	-2	i	i	i	i
Cc1cc(C)cc(NC(=O)Cn2nnc(C(=O)NCc3ccco3)c2N)c1	i	i	8	-7	i	i	7	i	i	i	i
CCN(CC)C(=O)CSc1nnc(-c2ccccc2)c(-c2ccccc2)n1	i	i	-2	-14	i	i	0	i	i	i	i
CCN(CC)c1ccc(NC(=O)c2cccnc2)c(C)c1	i	i	1	-10	i	i	1	i	i	i	i
NC1=NC[C@H](Cc2ccc(O)cc2)N1CC1CCCCC1	i	/	-4	-9	i	i	5	i	76*	i	i
Cn1nnc(NC(=S)NC(=O)c2cc(Cl)ccc2Cl)n1	i	i	-1	-7	i	i	/	i	i	i	i
Cc1cc(NC(=O)C(C)SCC(=O)OCc2c(Cl)cccc2Cl)no1 (stereo unspecified)	i	i	-2	-14	i	i	-1	i	i	i	i
COc1ccc(N2CCN(C(=O)COC(=O)c3ccc(C)o3)CC2)cc1	i	i	2	-13	i	i	5	i	i	i	i
C/C(=N\N=C(N)N)c1ccc(Cl)cc1Cl	i	i	-2	-9	i	i	5	i	i	i	i
O=S(=O)(NC1CCCCC1)c1ccc(S(=O)(=O)N2CCN3CCCC3C2)cc1 (stereo unspecified)	i	i	12	-3	i	i	-3	i	i	i	i
COc1ccc(CN(C(=O)c2snc(C(N)=O)c2N)C(C(=O)NC2CCCC2)c2cc(OC)ccc2OC)cc1 (stereo unspecified)	i	i	1	-4	i	i	-3	i	i	i	i
Cc1nc(N)sc1C(=O)N/N=C/c1ccc([N+](=O)[O-])cc1	i	i	11	-11	i	i	/	i	i	i	i
Cc1ccc(C(=O)N/C(=C/c2ccc(Cl)cc2)C(=O)N2CCOCC2)cc1	i	i	-43	-7	i	i	8	i	i	i	i
Cc1ccc(-c2nc(NCc3ccco3)c3ccccc3n2)cc1	i	i	-8	-18	i	i	2	-6.6*	i	i	i
CCC(=O)NCCc1cc2ccc(C)c(C)c2[nH]c1=O	i	i	-6	-9	i	i	0	i	i	i	i
Cc1ccc2cc(CN(Cc3ccco3)C(=S)NCC3CCCO3)c(=O)[nH]c2c1C (stereo unspecified)	i	i	6	-11	i	i	25	i	i	i	i
CCOC(=O)/C=C/c1ccc2oc3ccccc3c(=O)c2c1	i	i	11	-2	i	/	8	i	i	i	i
O=C(CSc1nnc(CNC(=O)c2ccccc2)o1)NCc1ccc2c(c1)OCO2	i	i	-16	-8	i	i	5	i	i	i	i
Cc1sc2ncnc(N3CCC(C)CC3)c2c1C	i	i	/	-12	i	i	5	i	i	i	i
O=C(NCc1ccc(F)cc1)C(Cc1ccccc1)n1cccc1 (stereo unspecified)	i	i	0	-11	i	i	5	i	i	i	i
O=C(c1ccc2ccccc2c1)C1CCCN(C(=O)c2cccnc2)C1 (stereo unspecified)	i	i	-5	-1	i	i	-4	i	i	i	i

Assay outcomes (PubChem)

Some of the compounds tested; the hit share may differ from the screen's.
